ELG1 repair inh: blocks ELG1-dependent DNA repair in HEK293T cells; Potency, µM (series often up to 46.1 µM), inactives show top-dose activity change, negative = inhibition, most hits filed as inhibitors; HEK293T ELG1-luciferase reporter, luminescence, 16 h; DNA damage induced by 5-fluorouridine; actives 2.3% (n = 330,000); AID 504467; note: potency is the fitted concentration of half-maximal effect; % is set by controls: 0 for no effect and ±100 for the full control effect; nearly all actives have a fitted effect of over 55% in size
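In this reporter screen, reduction of luminescence relative to DMSO vehicle indicated activity. Compounds and 5-fluorouridine were added together to 2,000 cells per well, incubated for 16 hr at 37 °C, then developed with ONE-Glo.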
TCR activator: activates T cell receptor signaling | primary human leukocytes, anti-CD3, IL-2 HTRF, 48 h | Potency, µM (titrated, usually from 9.22 µM), inactives show at the highest dose activation of IL-2 secretion, usual class: activators | 330,000 tested, under 10 active; note: % of control where 0% means no effect
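IL-2 release read by HTRF sandwich (Eu cryptate donor, d2 acceptor, 665 nm emission) after 48 hr exposure of primary human leukocytes to compound together with anti-CD3 beads in the absence of co-stimulatory signals.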
AT treatment: candidate therapy for ataxia-telangiectasia. […] A-T fibroblasts, KAP-1 phosphorylation AlphaLISA; neocarzinostatin DNA damage 30 min before lysis. Potency, µM (top dose mostly 57.5 µM), for the others: at the top dose activation, most hits filed as activators. actives 0.19% (n = 320,000); note: potency is the fitted concentration of half-maximal effect; % of control where 0% means no effect; nearly all actives have a fitted effect of over 45% in size
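ATM-like activity read as KAP-1 phosphorylation via AlphaLISA donor/acceptor antibody pairs after lysis and 6 hr at 25C. Cells were ATM-null patient fibroblasts ([…], hTERT), dosed 60 min, then exposed to the DSB inducer NCS for 30 min.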
TRPV1 agonist: human TRPV1 agonism. TRPV1-expressing cells, Fluo-8 calcium influx, agonist mode. Q8NER1. AID 540275. activation, % at 8.33 µM. actives 0.19% (n = 320,000); in the data active = activation above about 80%; inconclusive = between about 30% and that limit; note: 0% is about no effect
Target sequence (Q8NER1 whole entry, looked up): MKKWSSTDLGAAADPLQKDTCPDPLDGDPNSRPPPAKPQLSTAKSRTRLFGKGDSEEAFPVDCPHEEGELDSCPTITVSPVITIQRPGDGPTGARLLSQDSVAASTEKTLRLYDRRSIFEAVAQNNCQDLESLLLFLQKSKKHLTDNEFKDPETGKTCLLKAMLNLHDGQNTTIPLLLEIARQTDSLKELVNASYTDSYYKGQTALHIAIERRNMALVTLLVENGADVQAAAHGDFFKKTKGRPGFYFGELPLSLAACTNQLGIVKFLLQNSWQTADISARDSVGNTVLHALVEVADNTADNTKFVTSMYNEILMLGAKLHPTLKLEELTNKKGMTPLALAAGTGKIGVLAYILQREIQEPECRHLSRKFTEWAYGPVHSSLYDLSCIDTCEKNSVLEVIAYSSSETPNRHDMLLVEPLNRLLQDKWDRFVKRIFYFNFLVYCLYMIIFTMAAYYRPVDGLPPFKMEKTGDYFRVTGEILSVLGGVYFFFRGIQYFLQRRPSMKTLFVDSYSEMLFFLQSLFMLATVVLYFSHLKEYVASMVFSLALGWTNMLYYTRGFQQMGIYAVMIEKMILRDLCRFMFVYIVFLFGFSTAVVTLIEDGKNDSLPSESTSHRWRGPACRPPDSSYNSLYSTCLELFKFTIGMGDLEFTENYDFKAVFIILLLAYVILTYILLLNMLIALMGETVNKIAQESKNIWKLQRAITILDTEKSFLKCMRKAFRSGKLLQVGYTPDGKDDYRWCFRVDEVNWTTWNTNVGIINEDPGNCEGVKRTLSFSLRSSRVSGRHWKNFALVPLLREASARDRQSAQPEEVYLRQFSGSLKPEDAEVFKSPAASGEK
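TRPV1-expressing cells were cultured overnight at 35.5C and loaded with Fluo-8 calcium dye for 40 to 90 min at room temperature. After a 10 s baseline, compound was added and calcium influx was read kinetically for 3 min (ex 480/em 520 nm).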
hERG WT inh: blocks the wildtype human KCNH2 potassium channel | actives 0.37% (n = 340,000) | activity change, % at 1.84 µM | Q12809 | U2OS, BacMam KCNH2, thallium flux FluxOr; stronger effect = lower value | AID 720551;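 active = maximum activity change below -70%; inconclusive = maximum activity change between -70% and -50%; inactive = maximum activity change above -50%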; note: % is set by controls: 0 for no effect and ±100 for the full control effect
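U2OS cells were transduced with wild-type KCNH2 virus (2.03 x 10^8 / mL) for 4 h at room temperature, then cultured overnight at 37 C. Thallium flux was read with FluxOr dye. Rate constants were normalized to DMSO controls.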
KCNH2 3.1 inh: blocks the human KCNH2 3.1 channel isoform; actives 0.95% (n = 340,000); activity change, % (tested at about 1.8 µM); AID 720553; U2OS KCNH2 3.1, thallium flux FluxOr; stronger effect = lower value;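 active = maximum activity change below -70%; inconclusive = maximum activity change from -70% to -50%; inactive = maximum activity change above -50%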;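 note: thallium influx rate constant from kinetic fluorescence after stimulation buffer; % is set by controls: 0 for no effect and ±100 for the full control effect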
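Steps: virus added to U2OS suspension (4 h, RT, dark); medium with 10% FBS added, cells plated, 37 C overnight; FluxOr/Red40 loading buffer 45 min RT; stimulation buffer, 2 min kinetic read; rate constant normalized.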
TSHR antagonist: human thyrotropin receptor antagonism; AID 504810; TSHR-expressing cells, TSH-stimulated cAMP HTRF, 2 h; stronger effect = lower value; P16473; activity change, negative = inhibition, % at 11.5 µM; actives 0.2% (n = 330,000);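 active = activity change below a set negative limit, meaning inhibition stronger than a set level, cut at about -70% in these data; inconclusive = activity change between two set negative limits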; note: % is set by controls: 0 for no effect and ±100 for the full control effect
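Cell-based HTRF cAMP assay; TSHR cells + compound, TSH EC80 (4nM final), 2 h, 37 deg C. Lysis with anti-cAMP cryptate and cAMP-d2, 30 min RT, read 665/620 nm.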
USP2a inh: USP2a (human) protease inhibition; O75604; actives 0.01% (n = 330,000); AID 463254; USP2 core, Ub-CHOP2 coupled fluorogenic reporter, 485/531; Potency, µM (doses to about 38.3 µM), without a hit: top-dose activity change, negative = inhibition, most hits filed as inhibitors;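 note: potency is the fitted concentration of half-maximal effect; plate controls were DMSO wells for no effect and full inhibition by NEM control for full effect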
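USP2 core (10nM final) preincubated 30min RT with compound in 20mM Tris-HCl pH 8.0, 2mM CaCl2, 2mM beta-mercaptoethanol, 0.05% CHAPS; 25nM Ub-CHOP2 plus 25nM reporter substrate added, fluorescence (Ex485/Em531) read after 60min.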
Mito fusion yeast: inhibitors of mitochondrial division or activators of mitochondrial fusion. S. cerevisiae fusion-defective mutant growth rescue, CellTiterGlo 48 h. Potency, µM (top dose mostly 46.1 µM), for the others: at the top dose growth rescue (activation), actives largely listed as activators. actives 0.23% (n = 320,000). AID 485298;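 note: potency is the fitted concentration of half-maximal effect; % of control where 0% means no effect; nearly all actives have a fitted effect of over 45% in size; temperature-sensitive fusion mutants such as fzo1-1 at 37 °C on non-fermentable ethanol glycerol medium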
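Luminescent cell viability in 1536-well qHTS format served as the measure of rescued growth in ts fusion-mutant S. cerevisiae cultured on non-fermentable YPEG for 48 hours at 37C.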
Eya2 phos inh: inhibitors of human Eya2 phosphatase activity; recombinant Eya2, OMFP fluorescence dephosphorylation (OMFP is methylfluorescein phosphate); Potency, µM (top dose mostly 76.9 µM), for inactives: at the highest dose activity, negative = inhibition, most hits filed as inhibitors; actives 0.006% (n = 330,000); AID 488837; note: potency is the fitted concentration of half-maximal effect; % is set by controls: 0 for no effect and ±100 for the full control effect
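Eya2 (0.2 uM) preincubated 10 min at ambient with compound, then OMFP substrate added at 50 uM; 10 min reaction in 50 mM HEPES pH 7.5, 50 mM NaCl, 5 uM MgCl2, 0.05% BSA, 1 mM DTT. Fluorescence read at Ex 485/Em 525 nm.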
* marks the source's active call; other numbers are inactive results; ? = inconclusive; . = not tested or not shown; [ ] = another dose, or the depositor's remark. Unless noted, calls come from the whole dose curve; as a rule, active = well fitted curve in the direction sought with a large enough effect; inconclusive = small, poorly fitted or top-dose-only effect, or another doubt; inactive = no such curve, though single readings can be large; an effect the other way counts as inactive or inconclusive. This is a subset (hit frequency here may not be typical).

Values in the order – ELG1 repair inh | TCR activator | AT treatment | TRPV1 agonist | hERG WT inh | KCNH2 3.1 inh | TSHR antagonist | USP2a inh | Mito fusion yeast | Eya2 phos inh
Fc1ccc2cc(-c3ccsc3)ncc2c1
→ ? | -2% | 8% | . | -18 | -3 | -7 | 2% | . | 0%
O=C(NNc1nc2ccccc2s1)C1CC1
→ 18% | 3% | 1% | 0 | 8 | -2 | 6 | 1% | -2% | 0%
COc1nc(N(c2ccccc2)c2ccccc2)nc(-n2ccnc2)n1
→ ? | 5% | 17% | 2 | 4 | -7 | 16 | -3% | -23% | -28%
COc1ccccc1C1C(C#N)=C(N)N(N(C)C)C2=C1C(=O)CC(C)(C)C2 (configuration not stated)
→ -8% | -3% | 2% | -1 | 2 | 2 | -3 | 4% | 1% | -18%
CCOC(=O)C1=C(CS(=O)(=O)c2ccc(C)cc2)NC(=O)NC1c1cc(OC)c(OC)c(OC)c1 (configuration not stated)
→ 2% | 0% | -4% | 4 | -3 | 12 | 0 | -2% | -16% | -2%
Cc1cccc(N(C)C(=S)Oc2ccc3ccccc3c2)c1
→ ? | 5% | 22% | 24 | 9 | -25 | -9 | -5% | 16% | -2%
CCC(C)[C@H](NC(=O)Nc1ccc(C)cc1C)C(=O)O (some centres not stated)
→ 3% | -3% | -23% | -3 | -1 | 9 | -1 | 0% | 0% | 5%
CC(=O)N=c1scc(-c2ccccc2)n1-c1cccc(O)c1
→ 16% | -8% | -1% | 11 | -2 | -6 | -5 | 0% | 2% | -24%
C=CCn1c(O)c(N=Nc2ccccc2C)c2ccccc21
→ -13% | -2% | -4% | 2 | 2 | -4 | 1 | 1% | -3% | 3%
Cc1nnc(-c2ccc(Oc3ccc(Br)cc3)c([N+](=O)[O-])c2)o1
→ -10% | -5%[46.1 µM] | 9% | 14 | 3 | -23 | -5 | 1% | -2% | 0%
O=C(NCC1CCCO1)C1c2ccccc2C(=O)N1C1CCCCCCC1 (configuration not stated)
→ -1% | 6% | -8% | 3 | 3 | 9 | 2 | 0% | 1% | -7%
COc1nc(N(C)C)nc(N(C)c2cc(Cl)cc(Cl)c2)n1
→ -7% | -9% | 7% | 1 | 12 | 0 | -9 | -1% | -7% | -3%
COc1cc(O)oc1C=Nc1ccccc1
→ 4% | 3% | 1% | -4 | 4 | 3 | 7 | -6% | -1% | 5%
CCOC(=O)C(C(=O)OCC)C(Nc1ccc(Br)cc1)c1ccccc1 (configuration not stated)
→ -14% | 1% | -1% | 8 | -8 | -38 | 10 | 1% | -1% | 19%
CCN(CC)C(=O)c1cccc(NC(=O)c2cc(-c3ccccn3)nc3ccccc23)c1
→ ? | 6% | -12% | 9 | -9 | 4 | -9 | -1% | 0% | -9%
CCCn1c(O)c(CN2CCCC(C)C2)c(C)c(C#N)c1=O (configuration not stated)
→ 9% | 2% | 2% | 2 | -2 | 1 | 6 | 8% | -8% | -20%
CCC(C)OC(=O)C(C)Oc1ccc(-c2ccccc2)cc1 (configuration not stated)
→ 16% | -2% | 27% | 4 | -11 | -1 | -7 | 4% | 2% | 3%
Cc1ccc(CNC(=O)C2CCCN(c3nc4ccccc4o3)C2)cc1 (configuration not stated)
→ 9% | -1% | -30% | 26 | 5 | 2 | 1 | 1% | -9% | -2%
COc1ccc(NC2CCCN(C(=O)CCN3CCCO3)C2)cc1 (configuration not stated)
→ 2% | -6% | -6% | -1 | 7 | -10 | -4 | 1% | -3% | 5%
CCOC(=O)C1CCN(C(=O)Nc2ccc(NC(=O)C3CCN(C(=O)OCC)CC3)cc2)CC1
→ 6% | . | 10% | 0 | -10 | 1 | -2 | 0% | 3% | 3%
Cc1nc(-c2ccncc2)sc1C(=O)Nc1ccc(Cl)cc1
→ ? | -3% | 0% | -6 | 0 | 5 | 11 | 1% | -1% | 7%
COc1ccc(C(CC(=O)O)c2ccc3c(c2)OCO3)cc1 (configuration not stated)
→ 6% | 2% | -20% | 2 | 8 | 10 | -3 | 3% | -1% | -3%
COc1ccc(C(C)=O)cc1COc1cccc2c1OC(C)(C)C2
→ -1% | -9% | -1% | 2 | -1 | . | -1 | 4% | 0% | 6%
COc1cc(C(=O)NCCN=C2NS(=O)(=O)c3ccccc32)cc(OC)c1OC
→ 6% | 9% | -2% | 0 | 2 | 5 | . | 1% | -4% | 17%
COc1ccccc1NC(=S)N1CCN(c2cccc(C)c2C)CC1
→ -17% | -2% | 1% | -4 | -8 | -6 | -9 | 1% | 1% | -13%
Cc1ccc(NC(=S)N(CCCN2CCN(C)CC2)Cc2cccs2)cc1C
→ -5% | 1% | 4% | 14 | 32 | 3 | 3 | -1% | 12% | -11%
CN1CCN(c2nc(Nc3ccc(F)cc3)nc(Nc3ccc(F)cc3)n2)CC1
→ 10% | 7% | 2% | -1 | -3 | ? | 1 | -1% | -1% | -4%
CC(C)Oc1ccc(C(=O)OC(C)C(=O)NC2CCCCC2C)cc1 (configuration not stated)
→ 0% | 7% | 23% | -5 | 5 | -1 | 42 | -1% | 2% | 16%
CC(=O)Nc1ccc(C(=O)N/C(=C/c2ccccc2)C(=O)Nc2cccc(C(=O)O)c2)cc1
→ -3% | 3% | -3% | 0 | -17 | 15 | 3 | 2% | 2% | -3%
CC(Sc1cnc2ccccc2n1)C(=O)O (configuration not stated)
→ 1% | -3% | 4% | -5 | -6 | . | 10 | 2% | 1% | 3%
O=C1NC(=S)N(C(=O)c2ccc(F)cc2)/C1=C/c1cccnc1
→ -2% | 6% | -4% | 4 | 0 | -2 | -15 | 13% | 0% | -11%
Cc1cc(NC(=O)CSc2ccc3nnc(-c4ccc(F)cc4)n3n2)no1
→ -15% | 5% | 5% | . | 9 | -8 | 20 | 0% | -1% | -14%
CC(=O)NCCC(=O)Nc1nc(-c2c[nH]c3ccccc23)cs1
→ 10% | -2% | 17% | 0 | 2 | 9 | 5 | -1% | -2% | 1%
O=C(NCCc1cccc(C(F)(F)F)c1)C1CCC(=O)N(C2CC2)C1 (configuration not stated)
→ 0% | 3% | 14% | -5 | 19 | 12 | -1 | 0% | 1% | 0%
COc1cc(S(=O)(=O)N2CCC(C(N)=O)CC2)c(C)cc1C
→ 8% | -12% | 13% | -1 | 0 | 11 | 4 | 1% | -6% | 13%
CC(C)NC(=O)c1onc(CSc2ccccc2)c1C(=O)O
→ -6% | 0% | 4% | 2 | 2 | 6 | -10 | 2% | 2% | 19%
COC(=O)c1[nH]c2cccc(OC)c2c1NC(=O)CCN1CC(C)CC(C)C1 (configuration not stated)
→ 4% | 2% | -8% | 0 | 0 | 15 | -14 | 2% | -2% | -2%
CCOc1ccc(C(=O)N2CCN(c3ccccn3)CC2)cc1
→ 3% | . | 8% | 4 | -4 | 1 | -6 | 1% | 1% | 7%
Cc1ccc(S(=O)(=O)N/N=C/c2cccc3c2OCCO3)cc1
→ -4% | 8%[46.1 µM] | 6% | -2 | -10 | 7 | 5 | 0% | -13% | 5%
CCOCCCNC(=O)CSc1nc2nc(C)c(Cc3ccccc3)c(C)n2n1
→ 4% | 8% | 8% | -4 | 4 | -3 | -1 | 1% | 7% | -10%
COC(=O)CC1C(=O)NCCN1C(=S)Nc1cccc(C)c1 (configuration not stated)
→ 2% | -11%[46.1 µM] | 5% | -3 | -1 | -9 | 1 | 3% | -1% | -10%
c1cc2c(cc1-c1[nH]ncc1CN1CC3C[C@@H]4CC1C[C@H](C3)C4)OCO2
→ -5% | -2% | 10% | -12 | 45 | -3 | 25 | 0% | 7% | -19%
CCc1c(O)nc(SCC(=O)NCc2ccco2)[nH]c1=O
→ 1% | 1% | -3% | -3 | -1 | 0 | -7 | 0% | -2% | -2%

Single records, as listed above. Screens in order: ELG1 repair inh, TCR activator, AT treatment, TRPV1 agonist, hERG WT inh, KCNH2 3.1 inh, TSHR antagonist, USP2a inh, Mito fusion yeast, Eya2 phos inh
`COc1cc(S(=O)(=O)N2CCC(C(N)=O)CC2)c(C)cc1C` in the list: 8%, -12%, 13%, -1, 0, 11, 4, 1%, -6%, 13%
`CN1CCN(c2nc(Nc3ccc(F)cc3)nc(Nc3ccc(F)cc3)n2)CC1` in the list: 10%, 7%, 2%, -1, -3, ?, 1, -1%, -1%, -4%

Results in ELG1 repair inh, for some of the entries so far:
smiles,ELG1 repair inh
COc1ccc(C(CC(=O)O)c2ccc3c(c2)OCO3)cc1 (configuration not stated),6%
COC(=O)c1[nH]c2cccc(OC)c2c1NC(=O)CCN1CC(C)CC(C)C1 (configuration not stated),4%
COc1ccccc1NC(=S)N1CCN(c2cccc(C)c2C)CC1,-17%
Cc1cc(NC(=O)CSc2ccc3nnc(-c4ccc(F)cc4)n3n2)no1,-15%
Cc1nc(-c2ccncc2)sc1C(=O)Nc1ccc(Cl)cc1,?
COc1cc(S(=O)(=O)N2CCC(C(N)=O)CC2)c(C)cc1C,8%
